Screens (PubChem BioAssay)
S1P2 blocker: S1P2 (human) receptor antagonism | cell-based S1P2 antagonist assay, inhibition at 5 uM | inhibition, % at 5 µM | 97,000 compounds, 0.21% hits; in the data active = inhibition above about 45%;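 also: CRE beta-lactamase reporter cells expressing human S1P2 stimulated with S1P; 0% = agonist at EC80 alone and 100% = agonist plus reference antagonist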
PostGolgi yeast: growth inhibition of a yeast mutant, post-Golgi transport screen; post-Golgi transport phenotypic cell assay; inhibition, % at 10 µM; 98,000 compounds, 0.9% hits;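 also: yeast cells grown in 1536-well plates; yeast grown about 18 h at 30C before absorbance read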
PLAP activator: activators of human placental alkaline phosphatase | AID 696 | activation fold at 20 µM | purified PLAP enzyme, luminescent substrate read-out; hits give high values | 96,000 compounds, 1.2% hits; in the data active = activation fold above about 2
Target sequence (P05187 whole entry, looked up): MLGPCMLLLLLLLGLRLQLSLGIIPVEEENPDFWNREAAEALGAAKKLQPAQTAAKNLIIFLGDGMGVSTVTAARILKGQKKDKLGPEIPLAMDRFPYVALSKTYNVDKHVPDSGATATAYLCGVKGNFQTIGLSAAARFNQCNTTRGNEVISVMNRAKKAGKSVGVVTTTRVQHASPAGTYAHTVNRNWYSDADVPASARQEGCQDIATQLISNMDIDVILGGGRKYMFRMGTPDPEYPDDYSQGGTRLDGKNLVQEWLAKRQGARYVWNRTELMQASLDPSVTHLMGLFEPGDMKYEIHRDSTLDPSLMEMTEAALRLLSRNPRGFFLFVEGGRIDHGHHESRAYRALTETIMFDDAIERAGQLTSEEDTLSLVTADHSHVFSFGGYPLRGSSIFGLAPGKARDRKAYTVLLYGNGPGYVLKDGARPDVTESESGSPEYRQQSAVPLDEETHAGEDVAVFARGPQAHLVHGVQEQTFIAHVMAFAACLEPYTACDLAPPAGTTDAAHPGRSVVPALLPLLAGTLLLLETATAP
PostGolgi ctrl: inhibits growth of the yeast control strain. efflux-deficient yeast background strain, growth absorbance A615, 16 h. inhibition, % at 10 µM. 98,000 compounds, 5% hits
E coli WT exp: E. coli BW25113 growth inhibition, expanded screen; growth inhibition, % at 100 µM; 98,000 compounds, 0.15% hits; OD600 absorbance;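 active = growth inhibition above about 50% at one test dose, limit read from the data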;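 also: growth measured after 20 h incubation at 37 °C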
sEH inhibitor: soluble epoxide hydrolase (human) inhibition; recombinant human sEH enzymatic activity assay; inhibition, % at 2 µM; 91,000 compounds, 0.34% hits; AID 707; in the data active = inhibition above about 80%; also: values of inactives mirror those of a sister screen read the other way; many of its hits are not listed in these tables
Target sequence (P34913 whole entry, looked up): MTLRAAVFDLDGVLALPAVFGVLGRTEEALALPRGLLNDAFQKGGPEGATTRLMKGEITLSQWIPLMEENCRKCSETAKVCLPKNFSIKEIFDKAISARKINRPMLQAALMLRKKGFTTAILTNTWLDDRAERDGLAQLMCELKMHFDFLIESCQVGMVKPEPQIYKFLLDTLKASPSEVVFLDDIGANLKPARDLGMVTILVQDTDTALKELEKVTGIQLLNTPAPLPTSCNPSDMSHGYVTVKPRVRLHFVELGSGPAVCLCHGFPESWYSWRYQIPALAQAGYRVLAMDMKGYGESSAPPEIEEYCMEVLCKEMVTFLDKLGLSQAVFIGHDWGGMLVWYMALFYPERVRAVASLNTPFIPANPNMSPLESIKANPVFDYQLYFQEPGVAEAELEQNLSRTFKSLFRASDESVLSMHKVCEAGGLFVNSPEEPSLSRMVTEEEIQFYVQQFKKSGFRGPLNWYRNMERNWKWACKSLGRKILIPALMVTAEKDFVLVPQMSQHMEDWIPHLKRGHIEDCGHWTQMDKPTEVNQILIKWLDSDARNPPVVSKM
S1P2 agonist: agonists of human S1P2 receptor. O95136. S1P2-expressing cell line, agonist reporter read-out. activation, % at 4.5 µM. 97,000 compounds, 0.46% hits; in the data active = activation above about 16%;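 also: 0% = vehicle low control and 100% = maximal reference agonist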
Mac1 fbg inh: CD11b/CD18-fibrinogen binding inhibition. P05107+P11215. AID 1497. 93,000 compounds, 0.54% hits. inhibition, % at 10 µM. K562 CD11b/CD18 adhesion to fibrinogen, ATPlite luminescence; Mn2+ added to activate the integrin;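 active = primary inhibition of 50% or more at 10 µM, then 40% or more on retest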; also: some results filed as inactive read as strong as hits
sEH act: soluble epoxide hydrolase (human) activation; activation, % at 2 µM; 91,000 compounds, 0.04% hits; P34913; purified human sEH enzymatic activity, activator screen; AID 717; in the data active = activation above about 37%; also: values of inactives mirror those of a sister screen read the other way
* hit, by the source's call; x = no result given. Rule as the data show it, unless noted: active = inhibition above about 30%; inactive = the rest.

SMILES	S1P2 blocker	PostGolgi yeast	PLAP activator	PostGolgi ctrl	E coli WT exp	sEH inhibitor	S1P2 agonist	Mac1 fbg inh	sEH act
Cn1cnnc1SCC(=O)c1ccc2c(c1)OCCO2	0.1	6.7	0.9	0.9	14.0	-7.7	-6.7	4.3	7.8
CSc1ccc(-c2c(C#N)c(N)nc3c2c(C)nn3-c2ccccc2)cc1	-5.5	2.4	0.9	2.8	-13.0	-15.5	-12.7	6.1	17.0
Cc1cccc(NC(=O)C(C)Oc2ccccc2C)n1 (stereo not drawn)	-13.2	0.9	0.9	4.9	1.0	1.0	-3.3	-21.0	2.9
COc1ccc(OCCOCCN2CCc3ccccc3C2)cc1	-1.1	-7.2	1.7	-8.0	2.0	1.6	0.2	-3.3	-0.2
CC(=O)Nc1ccc2c(c1)OCCO2	0.0	2.1	1.2	17.1	-2.0	3.1	-7.5	x	-0.3
Nc1ncc(Br)cc1S(=O)(=O)NCCC(=O)N1CCN(c2ncccn2)CC1	12.2	4.7	1	0.9	4.0	2.4	-6.7	x	-2.4
CCC(=O)c1ccc(OCc2ccc(C(=O)OC)cc2)c(OC)c1	-1.6	10.7	1.1	7.7	-11.0	7.2	-4.6	-15.2	-7.9
Cc1cc(Cl)ccc1NC(=S)Nc1cccnc1	-1.7	9.2	1	5.9	7.0	-4.4	-6.2	-3.5	5.6
CC(=O)Nc1ccc(Oc2nc(C)cc(C)n2)cc1	3.6	-0.8	1	1.8	3.0	1.9	-5.4	8.1	0.6
Cn1cccc1C(C(=O)NC1CCCCC1)N(C(=O)Cc1cccs1)C1CC1 (stereo not drawn)	-13.2	-5.2	1.1	3.5	1.0	-3.8	-4.4	5.9	1.3
Cc1ccc(C(=O)CC2(O)C(=O)N(Cc3ccc4c(c3)OCO4)c3ccccc32)cc1 (stereo not drawn)	22.8	-3.0	0.8	1.3	-5.0	7.6	-10.8	5.5	-9.0
CS(=O)(=O)N(Cc1ccccc1)c1ccccc1C(=O)Nc1ccccc1C(=O)NCc1ccco1	1.1	-10.1	0.9	-1.2	-13.0	-6.8	-4.2	-27.6	3.1
COc1ccccc1NC(=O)[C@H](COCc1ccccc1)NC(=O)OC(C)(C)C	-1.7	6.9	1.1	5.9	-7.0	-8.8	-3.5	0.5	11.6
COc1ccc(C2(C)NC(=O)N(CC(=O)NCCC3=CCCCC3)C2=O)cc1OC (stereo not drawn)	-3.9	0.2	0.8	4.1	7.0	-5.9	-3.9	-6.4	4.7
CC(C)CNS(=O)(=O)c1ccc(OCC(=O)Nc2ccc3c(c2)OCO3)c(Cl)c1	-1.2	-2.1	0.9	3.1	-6.0	46.2	-1.0	-10.0	-45.5
CCC(C)c1ccccc1NC(=O)C1CCCO1 (stereo not drawn)	-4.9	-1.6	1	2.3	5.0	13.4	-8.4	-2.1	-11.4
CCn1cc([N+](=O)[O-])c(C(=O)Nc2ccn(Cc3ccccc3F)n2)n1	-5.8	1.6	0.9	0.6	7.0	-25.6	-4.2	1.8	28.0
O=C(C1CC1)N1CCc2cc(S(=O)(=O)N(CCO)Cc3ccccc3)ccc21	-8.3	-4.7	x	4.3	-4.0	-9.6	-2.5	x	10.2
O=C(NCCCCNC(=O)c1cccnc1)c1cccnc1	2.2	9.3	1	5.5	3.0	1.3	-1.9	-7.9	-3.2
Clc1ccccc1-c1nnc2sc(-c3ccc(Br)o3)nn12	-20.8	6.0	0.8	9.2	-7.0	-18.6	0.3	12.4	16.9
CCN1CCN(CCC(=O)Nc2ccc3c(c2)OCO3)CC1	1.0	x	x	x	x	0.6	-1.5	x	3.3
O=C(CSCC(=O)Nc1nccs1)Nc1ccccc1	10.5	-0.5	1.1	6.7	3.0	6.4	-4.2	58.9	-5.8
CCC1=NN(C(=O)CCc2ccccc2)C(O)(C(F)(F)F)C1 (stereo not drawn)	1.3	9.9	0.9	1.6	10.0	-1.7	-3.4	x	6.0
COc1cc(-n2cnnn2)ccc1S(=O)(=O)N1CCOCC1	-4.3	0.2	1.1	-3.4	2.0	12.5	-5.5	1.8	-13.7
CCSc1nc2c(c(=O)[nH]1)C(c1cccnc1)C(C(=O)OC)=C(C)N2 (stereo not drawn)	x	5.4	0.9	5.6	-8.0	x	x	-8.2	x
Other entries follow.
SMILES	S1P2 blocker	PostGolgi yeast	PLAP activator	PostGolgi ctrl	E coli WT exp	sEH inhibitor	S1P2 agonist	Mac1 fbg inh	sEH act
FC(F)(F)c1nc2ccccc2nc1N/N=C\c1ccccc1	5.8	4.2	0.9	-2.4	-3.0	3.4	-2.3	x	-3.2
Cc1[nH]n(-c2ccc([N+](=O)[O-])cc2)c(=O)c1C=NCCN1CCN(C(=O)c2ccc(F)cc2)CC1	-36.2	1.4	1.8	2.4	0.0	-4.3	6.7	-1.7	2.0
CC(C)OCC(O)CSc1ccccn1 (stereo not drawn)	15.1	7.5	0.9	12.4	23.0	-2.0	-7.5	-16.7	1.7
CC(C)=CCSc1nnc([C@@H](NC(=O)OC(C)(C)C)C(C)C)o1	-2.9	13.6	1.9	5.6	6.0	-12.2	-1.4	-8.9	10.2
Cc1cc(C)n(-c2nc(C)nc3sc4c(c23)CCC(C)C4)n1 (stereo not drawn)	-25.1	3.5	1	20.4	3.0	-12.4	-2.7	-23.5	16.7
CC(=O)Nc1ccc2c3c(cccc13)CC2	-12.6	x	x	x	x	-5.3	-4.7	x	8.8
Cc1nnc(NC(=O)c2ccc(-c3cccc(C(F)(F)F)c3)o2)s1	4.8	-21.5	1	9.9	-6.0	2.9	-3.3	3.7	-5.2
CC1(C)Cc2ccccc2C(Nn2cnnc2)=N1	18.9	-4.4	0.9	0.5	-4.0	14.9	-4.3	-9.8	-13.6
O=C(COc1ccc(S(=O)(=O)NCc2ccccc2)cc1Cl)N1CCOCC1	-6.6	-18.7	0.9	10.1	-5.0	1.0	-2.6	10.3	-1.3
CCOc1ccc2nc(NS(=O)(=O)c3ccc4c(c3)n(C)c(=O)n4C)sc2c1	8.3	-1.5	1.1	4.8	4.0	-1.7	-7.0	-3.2	5.0
NC12CCc3c(no[n+]3[O-])C1(O)CC(c1ccccc1)=[N+]2[O-] (stereo not drawn)	-16.9	-2.2	1.7	3.5	4.0	-7.1	-1.4	-4.8	8.1
CCn1c(Cc2ccc(OC)cc2)nnc1SCC(=O)NC1CCCCC1	16.7	7.4	0.9	31.0*	-4.0	-1.2	-4.2	-15.8	1.2
COc1cccc2sc(Nc3nnc(-c4ccccc4Cl)o3)nc12	x	-1.0	1.5	19.7	2.0	x	x	43.8	x
O=C(O)c1cnc(-c2ccccc2)nc1Sc1ccc(Cl)cc1	11.1	-3.8	1.3	23.1	-5.0	0.8	-6.5	90.5*	0.2
Cc1cccc2c(C(=O)O)c3c(nc12)CCCCC3	11.7	1.1	1	-10.2	1.0	-8.5	-6.0	-5.3	10.9
Cc1cc(C(=O)O)c(S(C)(=O)=O)s1	-12.3	2.7	0.9	19.7	3.0	-21.7	-9.2	0.4	21.6
Cn1c(C(=O)N2CCC(C(=O)N3CCN(Cc4ccc5c(c4)OCO5)CC3)CC2)cc2sccc21	x	-7.2	1.6	-3.9	9.0	x	x	16.2	x
Clc1ccccc1-c1ccc(CN2CCN(c3ccccc3)CC2)o1	-10.2	-2.1	1.4	6.3	3.0	2.9	-2.9	27.0	-2.0
O=C(CN(CCc1ccccc1)C(=O)CNS(=O)(=O)c1ccccc1)NCc1ccco1	5.2	-6.6	1	-5.0	-9.0	15.2	-0.7	-9.5	-15.8
O=C(Nc1cccnc1)c1ccccc1Oc1ccccc1	0.8	9.0	0.9	9.5	-1.0	4.7	-5.4	12.3	-2.1
COc1ccccc1NC(=O)c1sc2nc(-c3ccco3)ccc2c1N	23.8	2.7	1.2	1.8	1.0	-9.5	-5.4	-3.2	10.9
Cc1nn(-c2ccc(F)cc2)c2nc(N)c(C#N)c(-c3cccs3)c12	3.8	-5.2	1.1	10.2	-10.0	-6.6	4.1	x	8.2
O=c1[nH]c2ccc(S(=O)(=O)N3CCN(Cc4ccccc4)CC3)cc2[nH]c1=O	8.9	-0.6	1.1	5.3	3.0	-4.2	-2.8	-6.2	2.3
CCN(CC)S(=O)(=O)c1ccc(OC)c(NS(=O)(=O)c2ccc(F)cc2)c1	0.7	-1.1	1.4	5.8	8.0	-1.5	-3.4	2.9	1.9
CC(=O)c1ccc(OCC(C)C)c(CC(C(N)=O)C(N)=O)c1	x	-1.4	1.1	9.7	0.0	x	x	-7.4	x

A portion from further up, for reference:
SMILES	S1P2 blocker	PostGolgi yeast	PLAP activator	PostGolgi ctrl	E coli WT exp	sEH inhibitor	S1P2 agonist	Mac1 fbg inh	sEH act
CCN(CC)S(=O)(=O)c1ccc(OC)c(NS(=O)(=O)c2ccc(F)cc2)c1	0.7	-1.1	1.4	5.8	8.0	-1.5	-3.4	2.9	1.9
CC(=O)c1ccc(OCC(C)C)c(CC(C(N)=O)C(N)=O)c1	x	-1.4	1.1	9.7	0.0	x	x	-7.4	x

(more compounds)
SMILES	S1P2 blocker	PostGolgi yeast	PLAP activator	PostGolgi ctrl	E coli WT exp	sEH inhibitor	S1P2 agonist	Mac1 fbg inh	sEH act
CC1=C(C(=O)Nc2ccccc2)C(c2ccc(N(C)C)cc2)NC(=O)N1 (stereo not drawn)	-11.7	17.5	1.3	-0.5	-5.0	-9.5	-2.2	-15.7	11.8
O=C1c2ccccc2C(=O)N1CC#CCN1CCN(C(c2ccccc2)c2ccccc2)CC1	-24.9	-3.6	1.6	27.1	-9.0	-9.0	-2.9	-1.3	6.8
CCN(CC)C(=O)C1=C(C)Nc2nc3ccccc3n2C1c1cccc(OC)c1 (stereo not drawn)	-7.1	1.4	1.5	6.0	1.0	-16.5	-5.0	-3.6	16.0
COc1ccc2c(c1)CCc1c(C(=O)NCCN3CCOCC3)noc1-2	x	1.7	1	3.9	-13.0	x	x	-20.0	x
CC(C)C(C(=O)NCC1CCCO1)N(Cc1ccco1)C(=O)CNS(=O)(=O)c1ccccc1 (stereo not drawn)	-2.3	-4.2	1.5	-6.1	3.0	x	-2.6	-21.0	x
CCOC(=O)c1cccc(NC(=O)CSc2nnc(-c3cccnc3)n2C)c1	19.6	-9.3	1.3	23.3	0.0	-0.7	-7.4	x	0.2
CCC(=O)N(CCCN(C)C)c1nc(-c2cc(OC)ccc2OC)cs1	2.9	0.8	1.3	-0.2	2.0	-21.3	-4.5	-51.0	16.1
Cc1cccc(C)c1NC(=O)C(c1ccccc1)N1CCC2(CC1)OCCO2 (stereo not drawn)	-11.1	x	x	x	x	12.7	-6.5	x	-10.4
COc1cc(OC)cc(-c2nc(-c3ccccc3OC)no2)c1	-12.9	x	x	x	x	13.0	-3.0	x	-8.1
COCCn1c(C)cc(C(=O)COC(=O)c2ccc(N3CCCC3=O)cc2)c1C	-12.2	4.8	1	12.0	-6.0	0.6	-3.0	-37.9	1.4

Filtered by structure: the compounds so far containing a Cl atom.
SMILES	S1P2 blocker	PostGolgi yeast	PLAP activator	PostGolgi ctrl	E coli WT exp	sEH inhibitor	S1P2 agonist	Mac1 fbg inh	sEH act
Cc1cc(Cl)ccc1NC(=S)Nc1cccnc1	-1.7	9.2	1	5.9	7.0	-4.4	-6.2	-3.5	5.6
CC(C)CNS(=O)(=O)c1ccc(OCC(=O)Nc2ccc3c(c2)OCO3)c(Cl)c1	-1.2	-2.1	0.9	3.1	-6.0	46.2	-1.0	-10.0	-45.5
Clc1ccccc1-c1nnc2sc(-c3ccc(Br)o3)nn12	-20.8	6.0	0.8	9.2	-7.0	-18.6	0.3	12.4	16.9
O=C(COc1ccc(S(=O)(=O)NCc2ccccc2)cc1Cl)N1CCOCC1	-6.6	-18.7	0.9	10.1	-5.0	1.0	-2.6	10.3	-1.3
COc1cccc2sc(Nc3nnc(-c4ccccc4Cl)o3)nc12	x	-1.0	1.5	19.7	2.0	x	x	43.8	x
O=C(O)c1cnc(-c2ccccc2)nc1Sc1ccc(Cl)cc1	11.1	-3.8	1.3	23.1	-5.0	0.8	-6.5	90.5*	0.2
Clc1ccccc1-c1ccc(CN2CCN(c3ccccc3)CC2)o1	-10.2	-2.1	1.4	6.3	3.0	2.9	-2.9	27.0	-2.0

An unsorted share of the library; overall some 7.1% were active at least once.
